# 14-3-3g Raf: 14-3-3 gamma protein interaction modulation; FP, 14-3-3gamma / TMR-pS259-Raf peptide binding; P61981; inhibition, % at 40 µM; 160,000 tested, 0.19% active; in the data active = inhibition above about 30%;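 also: 0% = protein plus tracer without compound and 100% = blank with tracer alone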
# Target sequence (P61981 whole entry, looked up): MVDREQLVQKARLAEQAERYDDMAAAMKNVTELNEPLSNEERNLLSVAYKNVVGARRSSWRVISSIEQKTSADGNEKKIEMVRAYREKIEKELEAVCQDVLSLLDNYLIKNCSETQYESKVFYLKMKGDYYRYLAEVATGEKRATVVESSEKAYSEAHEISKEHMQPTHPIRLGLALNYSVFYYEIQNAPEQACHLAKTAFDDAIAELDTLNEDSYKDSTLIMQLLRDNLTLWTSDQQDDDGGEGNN
# Starred values were filed as active, the others as inactive; & = joins results of further samples. An excerpt. The share of hits here may be higher or lower than overall.
SMILES,14-3-3g Raf
O=S(=O)(CCc1nnc(-c2ccccc2)o1)c1ccc2ccccc2c1,-4
COc1ccc(C)cc1NC(=O)Cn1cnc2sc(C)c(S(=O)(=O)N3CC(C)CC(C)C3)c2c1=O (centres undefined),-9
Cc1ccc(-n2nc3c(c2NC(=O)c2cc(Cl)ccc2[N+](=O)[O-])CS(=O)(=O)C3)c(C)c1,6
COc1ccc(/C(O)=C2\C(=O)C(=O)N(c3nnc(C)s3)C2c2ccccc2F)cc1 (centres undefined),-1
CC1(C)C(=O)C2(CCCCC2)C(=O)OC1c1ccc(Cl)cc1 (centres undefined),0
Cc1cc(C(=O)Nc2c(C)n(C)n(-c3ccccc3)c2=O)c(C)o1,-13
COCCn1c(C)cc(C(=O)CSc2nncn2-c2ccccc2)c1C,-5
CN(c1ccc(C(=O)NCc2cccnc2)cc1)S(C)(=O)=O,-7
CCCN(c1ccc(C(C)C)cc1)S(=O)(=O)c1cc(Br)cc2c1N(C(=O)CC)CC2,-40
CCN(CC)S(=O)(=O)c1ccc(NC(=O)Cn2cnc3ccccc3c2=O)cc1,-1
Cc1ccc(CCNS(=O)(=O)c2ccc3nc(-c4ccccc4)[nH]c3c2)cc1,-12
CC(=O)NC(=O)c1cc2cc(Br)ccc2oc1=Nc1ccccc1F,-1
COc1cc(C2Nc3cccc4cccc(c34)N2)cc(OC)c1OC,-59
Clc1ccc(C2CC(c3ccc4c(c3)OCO4)Nc3nnnn32)cc1 (centres undefined),-4
COc1ccc2nc(NC(=O)c3ccccc3C(=O)O)sc2c1,2
C=CCNC(=O)C1CC(=O)N(C2CCCCCC2)C1 (centres undefined),-13
N#Cc1c(N=Cc2cccc([N+](=O)[O-])c2)oc(-c2ccccc2)c1-c1ccccc1,29
C(=NCCCN1CCOCC1)c1ccc2c(c1)OCO2,0
COc1ccc(C(=O)Oc2ccc3c(c2)OCO3)cc1OC,0&1
COc1ccc(Br)cc1CNC(=O)c1ccc2c(c1)ncn2C1CCCC1,-11
Oc1ccccc1C=Nc1ccccc1-c1nc2ccccc2s1,-13
COc1cccc(-c2nn(-c3ccccc3)cc2C(=O)O)c1,6
O=C1CN(C(=O)CCC2CCCCC2)C(c2ccc(F)cc2)c2cc(Br)ccc2N1 (centres undefined),-1
CCOc1cccc2c1OC1(C)C(C(=O)Nc3ccc(C)cc3C)C2NC(=S)N1CC (centres undefined),-1
O=[N+]([O-])c1cc(Cl)ccc1N1CCN(c2ccc([N+](=O)[O-])c3cccnc23)CC1,-4
O=C1Nc2ccccc2Oc2cc([N+](=O)[O-])cc(Oc3ccccc3Br)c21,-86
CC(C)N(C#N)c1nc(N2CCOCC2)nc(N2CCOCC2)n1,-2
COc1cc(OC)c(NC(=O)CCCn2c3ccccc3c(=O)c3ccccc32)cc1Cl,2
COc1ccc(Cl)cc1NC(=O)CSc1nc2ccccc2[nH]1,-6
O=C(COc1ccccc1)N1CCN(C(=O)COc2ccccc2)CC1,-9
Cc1ccc(CNC(=O)c2cc3c(=O)n4ccccc4nc3n(Cc3ccco3)c2=N)cc1,-11
COC(=O)c1ccc(C2C=C(c3ccccc3)Nc3nc4ccccc4n32)cc1 (centres undefined),-30
CCOC(=O)C1CCCN(C(=O)c2ccccc2Oc2ccccc2)C1 (centres undefined),5
Cn1c(=O)c2c3c(sc2n2c(SCc4ccccc4)nnc12)CCCC3,5
O=C(O)c1cc(NS(=O)(=O)c2ccc3ccccc3c2)ccc1O,1
CCOc1cc(C2C(C(=O)OC3CCCCC3)=C(C)NC3=C2C(=O)CC(C)(C)C3)ccc1OC(C)=O (centres undefined),-5
CN1CCN(C2=C(Cl)C(=O)N(C3CCCCC3)C2=O)CC1,-6
O=C(CNS(=O)(=O)c1ccc(Br)s1)NC1CCCc2ccccc21 (centres undefined),-1
Cn1c(-c2ccc(S(=O)(=O)N3CCCC3)cc2)csc1=Nc1ccc(I)cc1,6
O=C(c1cccn2c(=O)c3c4c(sc3nc12)CCCC4)N1CCN(Cc2ccccc2)CC1,-18
CCCCNS(=O)(=O)c1ccc(OCC)c2ncccc12,-6
CC(C)(C)n1nc2c(c1NC(=O)c1ccc(S(=O)(=O)N3CCCC3)cc1)CSC2,-7&2
CCCOc1ccc(C2C(C(=O)OC)=CN(C)C=C2C(=O)OC)cc1OC,5
O=C(O)CSc1nnc(C2CC2)n1-c1ccccc1,-4
Cc1[nH]c2ccccc2c1SCCNC(=O)c1ccc(C(C)(C)C)cc1,3

# Some of the entries above, reformatted:
mol	14-3-3g Raf
O=S(=O)(CCc1nnc(-c2ccccc2)o1)c1ccc2ccccc2c1	-4
COc1ccc(C)cc1NC(=O)Cn1cnc2sc(C)c(S(=O)(=O)N3CC(C)CC(C)C3)c2c1=O (centres undefined)	-9
Cc1ccc(-n2nc3c(c2NC(=O)c2cc(Cl)ccc2[N+](=O)[O-])CS(=O)(=O)C3)c(C)c1	6
COc1ccc(/C(O)=C2\C(=O)C(=O)N(c3nnc(C)s3)C2c2ccccc2F)cc1 (centres undefined)	-1
CC1(C)C(=O)C2(CCCCC2)C(=O)OC1c1ccc(Cl)cc1 (centres undefined)	0
Cc1cc(C(=O)Nc2c(C)n(C)n(-c3ccccc3)c2=O)c(C)o1	-13
COCCn1c(C)cc(C(=O)CSc2nncn2-c2ccccc2)c1C	-5
CN(c1ccc(C(=O)NCc2cccnc2)cc1)S(C)(=O)=O	-7
CCCN(c1ccc(C(C)C)cc1)S(=O)(=O)c1cc(Br)cc2c1N(C(=O)CC)CC2	-40
CCN(CC)S(=O)(=O)c1ccc(NC(=O)Cn2cnc3ccccc3c2=O)cc1	-1
Cc1ccc(CCNS(=O)(=O)c2ccc3nc(-c4ccccc4)[nH]c3c2)cc1	-12
CC(=O)NC(=O)c1cc2cc(Br)ccc2oc1=Nc1ccccc1F	-1
COc1cc(C2Nc3cccc4cccc(c34)N2)cc(OC)c1OC	-59
Clc1ccc(C2CC(c3ccc4c(c3)OCO4)Nc3nnnn32)cc1 (centres undefined)	-4
COc1ccc2nc(NC(=O)c3ccccc3C(=O)O)sc2c1	2
C=CCNC(=O)C1CC(=O)N(C2CCCCCC2)C1 (centres undefined)	-13
N#Cc1c(N=Cc2cccc([N+](=O)[O-])c2)oc(-c2ccccc2)c1-c1ccccc1	29
C(=NCCCN1CCOCC1)c1ccc2c(c1)OCO2	0
COc1ccc(C(=O)Oc2ccc3c(c2)OCO3)cc1OC	0&1
COc1ccc(Br)cc1CNC(=O)c1ccc2c(c1)ncn2C1CCCC1	-11

# Additional entries follow:
SMILES,14-3-3g Raf
COc1ccc(S(=O)(=O)N2CCCC(C(=O)N3CCOCC3)C2)cc1C (centres undefined),3
C=C(C)Cn1c(-c2ccccc2)n[nH]c1=S,7
CCN(CC)CCN1C(=O)C(=O)/C(=C(/O)c2ccc(Br)cc2)C1c1ccc([N+](=O)[O-])cc1 (centres undefined),-4
O=C(NCc1ccc(F)cc1)c1ccc2c(=O)n(CCC3=CCCCC3)c(=S)[nH]c2c1,1
CCCOc1c(Br)cc(C(=O)NCC)cc1OC,-8
COc1ccc(-c2c(C#N)c(N)nc3sc(C(=O)Nc4ccc(Br)cc4)c(N)c23)cc1OC,5
CCCCN(CC)CCNC(=O)c1cc2c(=O)n(C)c3ccccc3c2n1C,-5
COc1ccc(CNC(=O)CN(CC2CCCO2)C(=O)CNS(=O)(=O)c2ccc(C)cc2)cc1 (centres undefined),-5
CCCS(=O)(=O)N1CCN(Cc2ccccc2OCC)CC1,3
O=C(CSc1nc2ccccc2c(=O)n1Cc1ccco1)N1CCCC1,-10
CCCc1[nH]nc2c1C(c1ccc(O)cc1OCC)C(C#N)=C(N)O2 (centres undefined),-3
CC(=O)N(c1ccc2oc3c(c2c1)CCCC3)S(=O)(=O)c1ccc(C(C)C)cc1,1
CCCC1(CCC)NC(=O)N(CC(=O)Nc2ccccc2OC)C1=O,-5
O=C(NC1CCCC1)c1cc2c(ccc3ccccc32)o1,-8
c1ccc2c(c1)nc(N1CCOCC1)c1nnnn12,2
COC(=O)c1ccc2c(c1)N(Cc1ccccc1F)C(=O)CS2=O (centres undefined),2
Cc1ccc(C2C(=O)N(C3CCCCCC3)CC(=O)N2Cc2ccccc2)cc1 (centres undefined),-1
Cn1c(=O)cc(SCC(=O)N2CCOCC2)c2ccc(Cl)cc21,-7&5
CCC(C)NC(=O)c1nn2c(c1Cl)NC(c1cccs1)CC2C(F)(F)F (centres undefined),2
Cc1nnnn1CC(=O)Nc1ccccc1,-6
Cc1cc(C)cc(OC(=O)CCN2C(=O)c3ccccc3C2=O)c1,-18
O=C(NCC1CCCO1)c1sc(=S)n2c1[nH]c(=O)c1ccc(C(=O)N3CCc4ccccc4C3)cc12 (centres undefined),-7
COC(=O)C1CCN(c2cc(=O)n(Cc3ccc(F)cc3)c(=O)[nH]2)CC1,-4
Cc1cc(Br)ccc1NC(=O)CCNC(=O)Cn1cnc2sc3c(c2c1=O)CCCC3,2
Clc1ccc(C2C=C(c3cccnc3)Nc3nc4ccccc4n32)cc1 (centres undefined),-48
O=C(CCCN1C(=O)c2ccccc2C1=O)N1CCN(c2ccccn2)CC1,-6
Cc1ccc(CSc2nc3c(c(=O)[nH]2)CCC3)cc1,-4&3
O=C(CSc1nc2c(sc3ccccc32)c(=O)n1-c1ccccc1)NCc1ccco1,-27
CCc1c(-c2ccccc2)n(CCc2ccc(OC)c(OC)c2)c2nc3c(c(=O)n(C)c(=O)n3C)n12,-6
CCOc1ccc(-n2c(N)c(C(N)=O)sc2=S)cc1,5
CC(=O)N(C)c1ccc(NC(=O)c2ccc(Cn3cc(Br)cn3)cc2)cc1,1
O=C(O)CCCC(=O)N1CCN(C(c2ccccc2)c2ccccc2)CC1,1
O=C(CCC1CC(=O)Nc2ccccc21)NCc1cccnc1 (centres undefined),4&-4
CCOC(=O)c1c(-c2ccccc2)oc2c(-c3ccc(C)cc3)cc(O)cc12,0
Cc1cc(C)c(NC(=O)CS(=O)CC(=O)Nc2cccnc2)c(C)c1 (centres undefined),-4
CCC1Cc2c(nc3c4c(nc(N5CCOCC5)c(C#N)c24)NC(C)=N3)O1 (centres undefined),3
CS(=O)(=O)N(CC(=O)N1CCN(c2ccccc2)CC1)C1CCCCC1,-9
CC(=Nc1ccc(C)c(C)c1)C1=C(O)CSC1=O,-20
COC(=O)[C@H](C(C)C)n1c(C)c(C(C)=O)c(C(C)=O)c1C,-7
N#Cc1cnc(SCCc2ccccc2)nc1N,-14
CC1=CC(C)(C)N(C(=O)CSc2nnc(-c3ccccc3)o2)c2ccccc21,-2
CN(C1=NS(=O)(=O)c2ccccc21)c1ccccc1,-1
CCOC(=O)C1CCN(c2nc3ccc(CC)cc3s2)CC1,-1
O=C(COC(=O)c1ccc(N2C(=O)C3C4c5ccccc5C(c5ccccc54)C3C2=O)cc1)c1ccc([N+](=O)[O-])cc1 (centres undefined),-1
CN(C)c1cc(NC(=O)CN2CCOCC2)c2ccccc2n1,-1
Cc1ccc(/C(O)=C2\C(=O)C(=O)N(c3nccs3)C2c2ccc(C(C)C)cc2)cc1 (centres undefined),-2
C=C(C)Cn1c(NCCOC)nc2c1c(=O)[nH]c(=O)n2C,-3
Cc1ccc(N=C2NC(=O)CC(C(=O)Nc3cc(C(F)(F)F)ccc3Cl)S2)cc1 (centres undefined),-6
Clc1cccc(Nc2ncnc3c2cnn3-c2ccccc2)c1,-7
Cc1ccc(Br)cc1S(=O)(=O)Nc1cccnc1,-4
NS(=O)(=O)c1ccc(NC(=O)c2sc3cc(Cl)ccc3c2Cl)cc1,-9
Cc1onc(-c2ccccc2Cl)c1C(=O)NCC12CC3CCC(CC(C3)C1)C2,-2
CCOc1ccc(/C(O)=C2\C(=O)C(=O)N(c3nccs3)C2c2ccc(C(C)C)cc2)cc1 (centres undefined),-7
COc1cccc(NC(=O)c2nnn(CCc3ccccc3)c2N)c1,9
O=C1C2C3C=CC(O3)C2C(=O)N1c1ccccc1Br (centres undefined),2
CCOc1ccccc1CN1CCC(N2CCN(c3ccccc3)CC2)CC1,0
O=C(Nc1ncc(S(=O)(=O)c2ccc([N+](=O)[O-])cc2)s1)c1cccc(Cl)c1,-6
COC(=O)c1ccc(C2C(C(=O)Nc3ccc(Cl)cc3)=C(C)Nc3ncnn32)cc1 (centres undefined),2
c1ccn2c(CNc3ncnc4sccc34)nnc2c1,5
CCOC(=O)N1CCC(NC(=O)C2CCN(c3nc(-c4ccc(OC)cc4)no3)CC2)CC1,-3

# Later entries.
SMILES,14-3-3g Raf
N=C1C(c2nc3ccccc3s2)=C(O)CN1Cc1ccco1,-26
CCc1ccc(OCC(O)CN2CCN(c3ccccc3OC)CC2)cc1 (centres undefined),-14
CC(C)c1cc([N+](=O)[O-])c2nc(NC(=O)C3CCCCC3)sc2c1,-9
CCN(CC)c1ccc(C=Nc2ccc(Cl)c([N+](=O)[O-])c2)c(O)c1,-18
O=C(CCCN1C(=O)CCC1=O)Nc1ccc2c(c1)OCCO2,-4
O=C(c1cnc2sccn2c1=O)N(Cc1ccccc1)c1ccccn1,0
Cc1ccc2cc(C#N)c(SCC(=O)NCC3CCCO3)nc2c1C (centres undefined),1
CC(=O)Oc1c(S(=O)(=O)c2ccc(C)cc2)c(C)nn1-c1ccccc1,-9&-8
CCOC(=O)c1c[nH]c2c(C)cc(C)cc2c1=O,-2
CC(=O)OCCCNc1cc(SCc2ccccc2)c2nonc2c1[N+](=O)[O-],-5
CCOc1ccc(-c2nc(C#N)c(N3CCN(Cc4ccccc4)CC3)o2)cc1,4
O=C(Nc1ccc2c(c1)OCCO2)C1CCN(C(=O)c2ccc(Br)cc2)CC1,-12
COc1ccc(C(=O)N2CCCCCC2)c(OC)c1,11
CCCCC(=O)N1c2ccccc2NC2=C(C(=O)CCC2)C1c1ccco1 (centres undefined),-19
Cc1ccc(C2=N/C(=C/N3CCOCC3)C(=O)O2)cc1,2
COc1cc(C(=O)OCC(=O)c2cc(C)n(C)c2C)cc(NC(=O)c2ccco2)c1OC,-8
CCOc1ccc2nc(NC(=O)CCN3C(=S)NC(C)(C)CC3C)sc2c1 (centres undefined),3
O=C(Nc1ccc2nsnc2c1)N1CCN(c2ccccc2)CC1,2

# 3 of the entries above in order of the 14-3-3g Raf value, smallest number first.
SMILES,14-3-3g Raf
CCOC(=O)c1c[nH]c2c(C)cc(C)cc2c1=O,-2
Cc1ccc2cc(C#N)c(SCC(=O)NCC3CCCO3)nc2c1C (centres undefined),1
CCOc1ccc(-c2nc(C#N)c(N3CCN(Cc4ccccc4)CC3)o2)cc1,4

# High-throughput results from PubChem BioAssay.
